Source: PubChem
RGS4-Gao reg – modulates binding of RGS4 to human Galphao; P09471; Multiplexed bead flow cytometry; actives lie on both sides; binding response (% of control), % at 10 µM; hit rate 0.33% among 220,000; AID 1415; in the data active = binding response below about 49% or above about 150%; inactive = in between;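 also: fluorescent Galphao activated with aluminum fluoride binding bead-coupled RGS4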
Target sequence (P09471 whole entry, looked up): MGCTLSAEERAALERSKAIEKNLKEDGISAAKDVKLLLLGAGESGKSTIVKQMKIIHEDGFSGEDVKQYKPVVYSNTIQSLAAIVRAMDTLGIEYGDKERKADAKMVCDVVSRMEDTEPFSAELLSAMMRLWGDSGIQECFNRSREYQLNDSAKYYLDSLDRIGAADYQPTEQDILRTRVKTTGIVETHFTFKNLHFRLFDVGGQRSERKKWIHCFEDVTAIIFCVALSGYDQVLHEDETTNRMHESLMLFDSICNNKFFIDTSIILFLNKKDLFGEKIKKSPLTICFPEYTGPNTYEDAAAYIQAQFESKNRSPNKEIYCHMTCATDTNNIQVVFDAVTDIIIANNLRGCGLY
Bcl-XL Bim block – human Bim-Bcl-XL interaction inhibition. AID 1007. Q07817. Bim peptide-Bcl-XL binding, bead flow cytometry, fluorescence. hit rate 0.04% among 190,000. inhibition, % at 10 µM
Target sequence (Q07817 whole entry, looked up): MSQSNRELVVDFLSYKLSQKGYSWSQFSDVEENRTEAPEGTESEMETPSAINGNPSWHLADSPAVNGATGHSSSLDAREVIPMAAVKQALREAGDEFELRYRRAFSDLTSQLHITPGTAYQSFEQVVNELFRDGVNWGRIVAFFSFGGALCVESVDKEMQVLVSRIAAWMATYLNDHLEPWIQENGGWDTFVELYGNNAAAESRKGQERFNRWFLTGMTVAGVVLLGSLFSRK
Bim-Bcl-2 – inhibitors of Bim-Bcl-2 interaction, human | hit rate 0.06% among 190,000 | inhibition, % at 10 µM | AID 950 | P10415 | Bead-based flow cytometry, Bim peptide-Bcl-2 binding; in the data active = inhibition above about 40%; inconclusive = no clear call, values can overlap the other calls;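 also: 0% = no compound wells with probe peptide and 100% = reference peptide inhibitor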
ABCB1 inh – inhibitors of human ABCB1 transporter, ABCG2 counter-screen. P08183. CCRF-Adr cells, JC-1 efflux, flow cytometry. inhibition, % at 6.6 µM. hit rate 0.067% among 190,000; in the data active = inhibition above about 40%;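 also: 0% = vehicle and 100% = reference inhibitor; higher value means more JC-1 retained so stronger ABCB1 efflux block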
Avidin fluor – avidin bead compound fluorescence profile | Avidin beads, compound fluorescence 488/530 nm, flow cytometry; active compounds read high | fluorescence (KMESF) at 10 µM | hit rate 0.38% among 220,000 | AID 1775; in the data active = fluorescence above about 47; also: inactives centre near 10
Bim-Bcl-W – inhibitors of Bim-Bcl-W interaction, human. inhibition, % at 10 µM. hit rate 0.02% among 190,000. bead-based flow cytometry, Bim peptide-Bcl-W binding. Q92843;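 also: 0% = bound tracer without compound and 100% = peptide blocker; higher means less fluorescent Bim peptide bound to Bcl-W beads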
Target sequence (Q92843 whole entry, looked up): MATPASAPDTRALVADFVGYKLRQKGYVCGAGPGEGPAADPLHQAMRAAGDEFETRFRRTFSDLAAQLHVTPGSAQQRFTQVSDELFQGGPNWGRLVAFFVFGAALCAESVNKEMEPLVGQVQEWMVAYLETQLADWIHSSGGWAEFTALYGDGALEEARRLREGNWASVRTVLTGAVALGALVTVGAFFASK
RGS7-Gao – modulates binding of RGS7 to human Galphao. P09471. Multiplexed bead flow cytometry; actives lie on both sides. binding response (% of control), % at 10 µM. hit rate 0.35% among 220,000; in the data active = binding response below about 49% or above about 150%; inconclusive = no clear call, values can overlap the other calls; inactive = in between;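 also: fluorescent Galphao held in activated GDP-AlF4 state binding bead-coupled RGS7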
Bcl-B Bim block – disrupts Bim peptide binding to human Bcl-B | Q9HD36 | bead-based flow cytometry | inhibition, % at 10 µM | hit rate 0.073% among 190,000 | AID 951;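 also: 0% = tracer peptide without compound and 100% = reference inhibitor peptide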
Target sequence (Q9HD36 whole entry, looked up): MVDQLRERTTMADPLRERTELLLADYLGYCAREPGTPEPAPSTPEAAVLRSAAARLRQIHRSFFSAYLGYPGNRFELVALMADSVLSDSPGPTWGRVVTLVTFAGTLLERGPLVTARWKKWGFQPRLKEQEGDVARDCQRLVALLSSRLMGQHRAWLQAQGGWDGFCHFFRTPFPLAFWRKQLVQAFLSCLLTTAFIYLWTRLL
Bim-Bfl-1 – disrupts Bim binding to human Bfl-1; Q16548; inhibition, % at 10 µM; AID 1008; Bead-based flow cytometry, Bim-Bfl-1 binding inhibition; hit rate 0.12% among 190,000;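 also: 0% = wells without compound plus tracer and 100% = blocker peptide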
ABCG2 block – inhibitors of human ABCG2 transporter, ABCB1 counter-screen. inhibition, % at 6.6 µM. AID 1325. hit rate 0.1% among 190,000. IgMXP3 cells, JC-1 efflux, flow cytometry;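 active = inhibition above 80%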;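 also: 0% = DMSO and 100% = nicardipine control wells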
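Test system: IgMXP3 cells (ABCG2) mixed with DDAO far-red-labelled CCRF-Adr cells (ABCB1). Reagent: JC-1 transporter substrate. Compound dosing: single test compound dose, 6.6 µM final. Times: 10 min compound exposure, 25 °C. Detection: flow cytometry of retained JC-1 fluorescence. Read-out basis: efflux inhibition in percent versus controls. Controls: nicardipine and DMSO wells.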
GSH bead fluor – GSH bead compound fluorescence profile. GSH beads flow cytometry, compound fluorescence 488/530 nm; active compounds read high. fluorescence (KMESF) at 10 µM. hit rate 0.25% among 190,000; in the data active = fluorescence above about 89;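 also: glutathione beads carrying GST-tagged Bcl family fusion proteins plus one bare bead set; values are compound well signal with DMSO vehicle wells as background; inactives centre near 16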
* = called active by the depositor; u = inconclusive; x = no result given. Rule as the data show it, unless noted: active = inhibition above about 40%.

SMILES	RGS4-Gao reg	Bcl-XL Bim block	Bim-Bcl-2	ABCB1 inh	Avidin fluor	Bim-Bcl-W	RGS7-Gao	Bcl-B Bim block	Bim-Bfl-1	ABCG2 block	GSH bead fluor
COC(=O)c1c(O)c2c([nH]c1=O)CCCC2	106.4	5.0	-10.0	0.1	20	4.0	105.2	-8.0	-13.0	1.5	43
COCCCNC(=O)Cc1coc2ccc3ccccc3c12	100.1	0.0	-3.0	0.5	10	-1.0	94.3	-1.0	-2.0	10.1	20
N#CC1=C(N)Oc2cc(N)ccc2C1c1cccnc1 (stereo unspecified)	111.6	-2.0	-1.0	0.1	5	0.0	108.5	-1.0	-1.0	17.3	23
CC(C)CC(=O)NCC(C)NC(=O)CC(C)C (stereo unspecified)	102.4	-1.0	-4.0	-0.3	10	-1.0	102.8	-3.0	-3.0	-1.2	20
O=C(COc1ccc(Cl)cc1)Nc1cccc(-c2ccc3nncn3n2)c1	88.2	0.0	3.0	0.2	8	1.0	95.0	-1.0	0.0	4.0	23
CCCNC(=O)Nc1ccsc1C(=O)OC	102.8	-1.0	0.0	0.0	8	1.0	100.5	-1.0	-5.0	1.2	21
CC1CCCCN1C(=O)C(Cc1ccccc1)N1C(=O)C2CCCCC2C1=O (stereo unspecified)	101.5	-7.0	-5.0	x	14	-5.0	101.7	-4.0	0.0	3.1	10
O=C(C1CCN(S(=O)(=O)c2cccc3nsnc23)CC1)N1CCc2ccccc2C1	97.2	-5.0	-5.0	0.8	6	4.0	94.0	-6.0	-6.0	2.1	47
Cc1cccc(NC(=S)Nn2cnnc2)c1C	100.1	-4.0	-3.0	0.1	10	0.0	102.0	-20.0	-1.0	0.6	18
N/C(=N\c1nc(CSc2ccc(Cl)cc2)cc(=O)[nH]1)Nc1cccc2ccccc12	104.1	-3.0	-1.0	0.0	12	0.0	106.9	0.0	-1.0	0.1	12
Cc1ccc(S(=O)(=O)N(C)c2ccc(C(=O)N3CCc4ccccc4C3)cc2)cc1	98.1	4.0	-1.0	1.3	10	2.0	90.0	-1.0	-3.0	0.6	12
Cc1ccc(C(=O)Nc2cccc(N(C)S(C)(=O)=O)c2)cc1S(=O)(=O)Nc1ccccc1	103.6	2.0	-3.0	0.2	5	5.0	102.9	-3.0	0.0	0.9	23
COCCSc1ccccc1C(=O)Nc1nnc(COC)s1	100.0	-3.0	-10.0	0.4	12	4.0	102.5	-20.0	-5.0	4.2	53
CC(C)NC(=O)c1sc2nc(-c3cccs3)cc(-c3cccs3)c2c1N	106.8	1.0	7.0	2.8	35	4.0	103.9	-18.0	-5.0	1.1	24
CCc1ccc(-c2nc(SCC(=O)N3CCOCC3)n[nH]2)cc1	98.4	0.0	-2.0	-0.3	6	1.0	97.2	1.0	0.0	7.9	16
CCCC(=O)Nc1nc(C)c(-c2csc(Nc3cc(OC)ccc3OC)n2)s1	106.7	1.0	-3.0	-0.4	80*	5.0	121.2	-3.0	-5.0	-1.6	22
COc1cccc(OC)c1OCCOc1ccc(C(=O)c2ccccc2)cc1	96.9	-8.0	-5.0	1.7	13	-7.0	97.3	-8.0	-3.0	12.0	18
CCc1ccc(-c2cc(N)n(-c3ccccc3)n2)cc1	101.2	-1.0	0.0	2.8	7	-2.0	106.5	-8.0	-1.0	18.5	21
CN(C)S(=O)(=O)c1ccc(NC(=S)NC(=O)Cc2ccccc2)cc1	105.3	-3.0	0.0	0.8	7	-2.0	103.4	-1.0	2.0	3.0	71
Cc1cc(/C=C(\C#N)C(=O)NC2CCCCCC2)c(C)[nH]1	99.7	7.0	2.0	0.7	18	3.0	99.1	6.0	0.0	3.4	14
Cc1cc(C)n(-c2ccc(C(=O)Nc3cccc(S(=O)(=O)N(C)C)c3)cc2)n1	100.3	-4.0	-7.0	1.7	11	-1.0	99.3	-5.0	-4.0	7.4	11
CC(=O)OC1COC(N2CCc3ccccc32)C(OC(C)=O)C1OC(C)=O (stereo unspecified)	75.7	9.0	12.0	0.3	1	6.0	80.5	35.0	7.0	2.5	3
Cc1cc(N2CCN(S(=O)(=O)c3ccc4c(c3)OCCO4)CC2)n2ncnc2n1	96.7	-2.0	-5.0	-3.5	6	-2.0	100.0	-10.0	-8.0	-5.2	29
Cc1ccc(-c2cc(C(F)F)n3ncc(C(=O)NCc4ccco4)c3n2)cc1	100.6	-3.0	-12.0	0.8	17	1.0	95.9	-6.0	-9.0	5.9	23
Cc1ccc(-c2nn3c(C)nnc3s2)cc1NC(=O)CSc1ccc(Cl)cc1	99.9	-2.0	-10.0	0.2	36	0.0	96.4	-7.0	-13.0	1.1	25
CCOC(=O)Cc1nnn(CC(=O)OCC)n1	101.4	-3.0	-11.0	0.5	29	3.0	102.4	-8.0	-13.0	3.4	28
CCOc1ccc(-n2c(SCC(=O)Nc3cc(OC)c([N+](=O)[O-])cc3C)nc3ccccc32)cc1	103.1	0.0	0.0	23.6	11	-2.0	104.1	-6.0	1.0	10.3	5
O=C(Cc1ccc(-n2c(=O)c3sccc3n(CC(=O)Nc3ccccc3F)c2=O)cc1)NCc1ccco1	100.7	2.0	-1.0	-0.3	11	2.0	96.7	0.0	-3.0	-1.1	12
O=C(NC1c2ccccc2-c2ccccc21)N1CCCCC1	99.4	0.0	-3.0	0.9	10	3.0	99.9	-5.0	-12.0	3.4	60
O=C(CCCCCN1C(=O)c2ccccc2C1=O)Nc1nccs1	100.8	-2.0	0.0	-1.9	16	0.0	101.3	-6.0	-1.0	1.1	21
CC(=O)C1=C(C)OC(N)=C(C#N)C1c1cccnc1 (stereo unspecified)	93.5	1.0	2.0	1.1	9	-2.0	97.0	-2.0	0.0	7.2	23
CCOc1ccc(C2NC(=O)C(C#N)=C(S)N2c2ccc(C)cc2)cc1OC (stereo unspecified)	103.8	-1.0	-3.0	-0.2	10	3.0	109.6	-5.0	-4.0	-0.4	9
CC(C)(C)NC(=O)COc1ccc(CNc2ncn[nH]2)cc1	100.2	0.0	1.0	0.6	11	2.0	99.8	-4.0	-5.0	1.3	25
COC(=O)Nc1ccccc1C(=O)N1CCCCC1	100.3	-4.0	0.0	0.1	8	-3.0	99.4	-2.0	-4.0	0.5	30
O=C(CCSc1ccc(Cl)cc1)NCc1ccccn1	101.3	-1.0	0.0	1.9	12	-2.0	101.8	-3.0	-6.0	22.1	13
O=C(c1ccc(Br)o1)N1CCN(c2ccccn2)CC1	101.8	-6.0	-6.0	0.5	16	0.0	103.0	-6.0	-8.0	2.3	27
COc1ccc(-n2c(=S)[nH]c3c(sc(=S)n3-c3ccccc3)c2=O)c(OC)c1	100.6	-10.0	-4.0	0.1	6	1.0	96.1	-60.0	27.0	0.0	15
Cc1cccc(C)c1NC(=O)CNC(=O)CCC(=O)c1cccs1	103.5	-6.0	1.0	-0.1	15	-1.0	104.1	-4.0	0.0	-0.6	7
CCOc1cc(S(=O)(=O)N2CCN(Cc3ccccc3)CC2)ccc1Br	98.4	-4.0	0.0	0.0	23	0.0	97.6	0.0	-1.0	-0.4	18
Cc1ccc(Cl)cc1N1CCN(S(=O)(=O)c2cccc(S(=O)(=O)N3CCCC3)c2)CC1	98.4	-4.0	-11.0	0.4	8	6.0	99.1	-4.0	-12.0	0.8	43

Reformatted: results already given
> O=C(CCSc1ccc(Cl)cc1)NCc1ccccn1
- RGS4-Gao reg = 101.3
- Bcl-XL Bim block = -1.0
- Bim-Bcl-2 = 0.0
- ABCB1 inh = 1.9
- Avidin fluor = 12
- Bim-Bcl-W = -2.0
- RGS7-Gao = 101.8
- Bcl-B Bim block = -3.0
- Bim-Bfl-1 = -6.0
- ABCG2 block = 22.1
- GSH bead fluor = 13

> O=C(c1ccc(Br)o1)N1CCN(c2ccccn2)CC1
- RGS4-Gao reg = 101.8
- Bcl-XL Bim block = -6.0
- Bim-Bcl-2 = -6.0
- ABCB1 inh = 0.5
- Avidin fluor = 16
- Bim-Bcl-W = 0.0
- RGS7-Gao = 103.0
- Bcl-B Bim block = -6.0
- Bim-Bfl-1 = -8.0
- ABCG2 block = 2.3
- GSH bead fluor = 27

More records follow.
SMILES	RGS4-Gao reg	Bcl-XL Bim block	Bim-Bcl-2	ABCB1 inh	Avidin fluor	Bim-Bcl-W	RGS7-Gao	Bcl-B Bim block	Bim-Bfl-1	ABCG2 block	GSH bead fluor
CC1CCN(C(=O)COC(=O)c2cc(Cl)cc(Cl)c2N)CC1	104.1	-5.0	-11.0	0.5	11	-2.0	104.1	-9.0	-17.0	2.4	12
Cc1cc(C)nc(N2CCC(C(=O)Nc3cccc(C(F)(F)F)c3)CC2)n1	95.8	0.0	-4.0	0.2	8	-4.0	98.0	0.0	-3.0	15.9	36
CCCCOc1ccc(/C(O)=C2/C(=O)C(=O)N(CCCOC)C2c2ccncc2)cc1C (stereo unspecified)	97.3	-6.0	1.0	0.5	24	-3.0	97.6	0.0	-5.0	0.8	9
CC(=O)NC1C(=O)N=C(SCC(=O)Nc2sc3c(c2C#N)CCCCCC3)NC1=O (stereo unspecified)	101.7	-1.0	-7.0	-0.5	23	0.0	99.9	-8.0	-5.0	-1.0	8
CCOC(=O)c1ccc2nc(NC(=O)C(C)C)sc2c1	100.8	-2.0	-7.0	0.4	7	1.0	99.8	-9.0	-10.0	3.6	27
C=CCn1c(=O)c2c3c(sc2n2c(Nc4ccc(OC)cc4)nnc12)CCCC3	98.2	3.0	-6.0	5.8	13	0.0	98.5	-4.0	-10.0	11.6	35
COc1ccc(CC(=O)NCc2nnc(SCC(=O)Nc3nccs3)n2-c2ccccc2)cc1	100.6	-7.0	-2.0	0.4	8	2.0	99.0	-8.0	-8.0	2.0	21
CN1CCN(c2nc(-c3cccnc3)nc3ccccc23)CC1	102.1	-2.0	3.0	0.1	34	0.0	97.0	2.0	0.0	0.3	22
NS(=O)(=O)c1ccc(CCNC(=O)CNC(=O)C2CCCCC2)cc1	102.6	-3.0	-9.0	1.1	10	2.0	102.5	-7.0	-9.0	2.0	9
COC(=O)C1=C(C)NC(C)=C(C(=O)OC)C1c1ccc(-c2cc(Cl)ccc2Cl)o1	103.6	-6.0	-10.0	1.2	6	-4.0	102.5	-10.0	-9.0	14.4	9
COc1ccc(C)cc1NC(=O)Nc1ccc(Br)cn1	107.0	5.0	-9.0	0.2	5	3.0	105.7	-6.0	-11.0	1.0	36
CCN(CC)c1ccc(N=Cc2ccc(N(CC)CC)cc2O)cc1	83.8	0.0	-4.0	3.2	13	1.0	86.8	-7.0	4.0	4.7	11
Cc1cccc(OCC(O)Cn2c(=N)n(CCN3CCOCC3)c3ccccc32)c1 (stereo unspecified)	97.1	-2.0	-5.0	0.8	32	-1.0	94.0	-6.0	-13.0	24.1	19
CSCC[C@H](NC(=O)OC(C)(C)C)c1nnc(SCC(N)=O)o1	97.3	-4.0	2.0	0.1	15	0.0	99.0	1.0	1.0	-0.2	21
O=c1cc(CCl)nc2sc3ccccc3n12	98.5	1.0	1.0	-0.8	10	1.0	u	0.0	-2.0	5.4	13
CCCc1cc2c(=O)c(-c3ccccn3)c(C)oc2cc1O	100.8	-6.0	9.0	0.3	21	-3.0	99.8	-6.0	-2.0	1.0	15
O=C(CCC(=O)N(CC(=O)NC1CCCCC1)Cc1cccs1)Nc1ccccn1	92.9	-5.0	-5.0	0.9	9	-3.0	82.8	-4.0	-4.0	4.2	12
